# 697 NFkB inh: inhibitors of PMA/ionomycin-induced NF-kB reporter, 697 cells, primary screen, B-cell NF-kB inhibitor project, cell-based, luminescence, uHTS | 697 B-cell NF-kB luciferase reporter, 16 h | inhibition, % at 4 µM | 330,000 compounds, 0.33% hits | AID 435022, 2010; in the data active = inhibition above about 35%
# XBP1 UPR activ: activators of adaptive XBP1 UPR arm, primary screen, cell-based, CHO-XBP1 luciferase reporter, luminescence, uHTS. 330,000 compounds, 0.33% hits. IRE1-XBP1 UPR activation; percent of tunicamycin response, DMSO as zero. AID 463104, 2010. activation, % at 20 µM;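 active = versus positive control, 20 µM dose yields 30% or more activation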;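 also: 100% = tunicamycin at 10 µg/mL and 0% = DMSO only wells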
#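 Material: IRE1-XBP1 luciferase reporter CHO line / Quantity: one thousand reporter cells per well / Buffer or medium: F12 with 10% serum / Compound: 20 µM single concentration, DMSO 1% / Times: 6 h treatment, 37 °C / Detection: Steady-Glo luciferase glow luminescence, 10 min after reagent addition / Benchmarks: tunicamycin high, DMSO low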
# Mdm2-MdmX inh: inhibitors of human Mdm2-MdmX association, primary screen, cell-based, luminescence, split luciferase, SaOS-2, uHTS; 330,000 compounds, 3% hits; inhibition, % at 8 µM; AID 485346, 2010; SaOS-2 split-luciferase Mdm2/MdmX complementation;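 active = inhibition of at least 50% at 8 µM in the primary screen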
# Target sequence (O15151 whole entry, looked up): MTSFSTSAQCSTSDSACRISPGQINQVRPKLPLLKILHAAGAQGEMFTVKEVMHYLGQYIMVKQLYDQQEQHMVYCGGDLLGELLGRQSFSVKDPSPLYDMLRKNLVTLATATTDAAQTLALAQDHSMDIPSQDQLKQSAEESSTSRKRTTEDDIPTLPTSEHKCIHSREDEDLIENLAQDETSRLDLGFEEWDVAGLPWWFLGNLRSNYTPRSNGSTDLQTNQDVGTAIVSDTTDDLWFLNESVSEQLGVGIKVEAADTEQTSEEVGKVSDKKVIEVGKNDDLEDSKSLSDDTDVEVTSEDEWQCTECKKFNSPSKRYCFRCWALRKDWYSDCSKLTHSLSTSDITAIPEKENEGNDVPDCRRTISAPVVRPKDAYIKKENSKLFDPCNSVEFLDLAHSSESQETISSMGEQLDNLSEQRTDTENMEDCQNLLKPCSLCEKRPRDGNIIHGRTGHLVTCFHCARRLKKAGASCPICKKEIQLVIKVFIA
# Target sequence (Q00987 whole entry, looked up): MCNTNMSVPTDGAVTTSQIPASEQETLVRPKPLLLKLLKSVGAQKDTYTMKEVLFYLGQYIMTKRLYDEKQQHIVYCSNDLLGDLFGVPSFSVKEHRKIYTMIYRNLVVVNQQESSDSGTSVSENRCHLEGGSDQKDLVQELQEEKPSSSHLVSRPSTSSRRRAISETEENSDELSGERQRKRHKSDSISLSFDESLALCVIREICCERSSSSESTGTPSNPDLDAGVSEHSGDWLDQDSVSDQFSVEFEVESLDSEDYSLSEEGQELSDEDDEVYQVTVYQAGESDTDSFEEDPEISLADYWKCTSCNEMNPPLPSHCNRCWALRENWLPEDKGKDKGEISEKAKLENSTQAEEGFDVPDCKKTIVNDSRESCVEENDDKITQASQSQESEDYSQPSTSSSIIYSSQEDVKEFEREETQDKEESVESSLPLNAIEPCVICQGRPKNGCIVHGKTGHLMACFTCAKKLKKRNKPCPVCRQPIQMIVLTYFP
# tim10-1 inh: growth inhibitors of tim10-1 mutant yeast, primary screen, luminescence, uHTS; S. cerevisiae tim10-1 ts strain growth, BacTiter-Glo, 24 h; inhibition, % at 20 µM; 330,000 compounds, 2.2% hits;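 active = inhibition of at least 40%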;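 also: mutant grown at 25 °C; 0% = DMSO wells with yeast and 100% = wells holding no yeast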
# tim23-1 inh: growth inhibitors of tim23-1 mutant yeast, primary screen, luminescence, uHTS. S. cerevisiae tim23-1 growth, BacTiter-Glo luminescence, 24 h. inhibition, % at 20 µM. 330,000 compounds, 1.3% hits. AID 463212, 2010;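 active = growth inhibition of the mutant yeast at or above 50%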;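 also: temperature-sensitive mutant grown at 25 °C; plate controls were DMSO-treated mutant yeast for no effect and medium wells lacking yeast for full effect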
# CHOP UPR activ: activators of apoptotic CHOP UPR arm, primary screen, cell-based, CHO-CHOP luciferase reporter, luminescence, uHTS | UPR activation; percent of tunicamycin response over DMSO baseline | activation, % at 10 µM | 330,000 compounds, 0.34% hits | AID 449763, 2010;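 active = at 10 µM dose, activation of 40% or more, normalized to positive control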;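 also: 100% = tunicamycin at 10 µg/mL and 0% = DMSO alone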
#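 Dosing – one dose, 10 µM in 0.5% DMSO · System – CHO-CHOP cells, stable luciferase reporter of PERK-eIF2a-CHOP signalling · Input – 500 cells/well · Control set – tunicamycin 10 µg/mL final as positive, DMSO-only wells as negative · Timing – 6 h compound treatment, 37 °C · Measure – % activation vs tunicamycin · Technique – luminescence read with Steady-Glo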
# Jurkat NFkB inh: inhibitors of induced NF-kB luciferase reporter, primary screen, TCR NF-kB activation inhibitor project, cell-based, luminescence, uHTS; Jurkat, PMA/ionomycin-induced NF-kB luciferase reporter; inhibition, % at 4 µM; 330,000 compounds, 0.53% hits; AID 435003, 2010; in the data active = inhibition above about 50%
# TIM10 inh: growth inhibitors of isogenic TIM10 control yeast, primary screen, counter-screen for tim10-1 yeast inhibitor project, luminescence, uHTS; S. cerevisiae TIM10 strain growth, BacTiter-Glo luminescence, 24 h; inhibition, % at 10 µM; 330,000 compounds, 1.4% hits;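 active = inhibition of 40% or more at the single tested concentration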;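 also: wild-type TIM10 isogenic control strain grown at permissive 25 °C; 0% = DMSO yeast wells and 100% = minimal medium wells without yeast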
# Numbers without * were called inactive.
SMILES,697 NFkB inh,XBP1 UPR activ,Mdm2-MdmX inh,tim10-1 inh,tim23-1 inh,CHOP UPR activ,Jurkat NFkB inh,TIM10 inh
CCn1c(=O)c(C(=O)NCc2ccc(OC)cc2)c(O)c2ccccc21,16,4,-2,-4,-19,-2.6,12,4
COc1cc([N+](=O)[O-])ccc1NC(=O)NCc1ccco1,-1,7,-2,18,6,4.2,1,11
COc1ccccc1C(=O)COC(=O)c1cnc(C)cn1,-7,1,-2,8,12,0.8,9,16
O=C(Cc1cccs1)Nc1cccnc1,10,-2,-12,-6,-1,0.1,-2,0
CC12CCC(C(=O)O)(c3nc(C#N)c(C#N)nc31)C2(C)C (stereo not drawn),12,-2,-2,-7,17,-1.1,6,6
COc1ccccc1CNC(=O)COC(=O)Cc1ccc(Br)cc1,10,-1,16,-3,7,-2.3,11,-7
COc1ccc(/C=C2\SC(=O)N(CC(=O)NN3CCN(C)CC3)C2=O)cc1OC,-5,-2,15,8,-3,0.5,1,27
COc1ccc(CCN(C)C(=O)CNC(=O)Cc2cccc3ccccc23)cc1OC,5,-1,0,21,9,-1.2,-18,7
COc1ccc2c(c1OC)C(=O)OC2Nc1ccccn1 (stereo not drawn),35*,0,-11,2,-1,-0.4,23,3
Cc1nnc(Sc2c(N)n(C)c(=O)[nH]c2=O)s1,11,-2,9,-5,-1,-1.9,2,-2
Cn1c(-c2ccccc2)cnc1NCc1ccccc1,8,-1,13,6,4,2.1,3,1
Cc1cccc(C)c1NC(=O)COC(=O)C1C2CC3OC(=O)C1C3C2 (stereo not drawn),9,-1,1,10,-4,0.3,-3,-23
Cc1ccc(C(=O)NCc2ccc3c(c2)OCO3)cc1N1CCCC1=O,11,0,7,5,14,1.1,-5,-8
Cc1ccc(-c2ccc(SCC(=O)NCC3CCCO3)nn2)cc1 (stereo not drawn),-11,-1,5,21,13,3.4,-5,2
O=C(O)c1cccc(-n2sc3ccccc3c2=O)c1,-4,-4,-15,1,9,7.6,-11,2
CN1CCN(S(=O)(=O)c2ccc3c(c2)CC(=O)N3C)CC1,19,-3,35,5,8,0.2,3,-2
Cc1ccc(C(C)n2cc(C(=O)NCc3ccncc3)nn2)cc1 (stereo not drawn),13,-3,6,-4,-1,0.7,1,-9
CCN(CC)C(=O)N1CCN(c2c([N+](=O)[O-])c(=O)oc3ccccc23)CC1,21,1,15,12,13,2.0,4,9
COc1ccc(-c2nc(CSCC(=O)N3CCN(C(=O)c4ccco4)CC3)c(C)o2)cc1OC,2,0,-15,0,3,-0.8,-15,7
Cc1ccc(NC2=NC(c3ccc(O)cc3)n3c(nc(C)cc3=O)N2)cc1 (stereo not drawn),18,-1,-2,4,-5,-0.8,9,2
N#Cc1cccc(NCC(=O)Nc2cccc(S(=O)(=O)N3CCCCC3)c2)c1,-4,-3,21,-1,12,-0.1,-16,1
CCc1cc(=O)oc2cc(OC(C)=O)cc(OC(C)=O)c12,1,1,24,9,-3,0.8,-4,-3
O=C(Cc1ccccc1)Nc1ccc2c(c1)CCC2,-35,0,-28,-26,16,0.6,-37,-21
O=C(COC(=O)C1Cc2ccccc2CN1C(=O)c1ccccc1Cl)Nc1ccc(N2CCOCC2)cc1 (stereo not drawn),-31,-2,-34,27,18,1.9,-42,21
C=CCc1cc(/C=C2/NC(=O)N(CC(=O)OC)C2=O)cc(OC)c1O,-4,-3,13,5,7,-0.4,-22,-11

# Results in tim10-1 inh, for some of the entries so far:
structure	tim10-1 inh
CCN(CC)C(=O)N1CCN(c2c([N+](=O)[O-])c(=O)oc3ccccc23)CC1	12
COc1ccc(-c2nc(CSCC(=O)N3CCN(C(=O)c4ccco4)CC3)c(C)o2)cc1OC	0

# Sorted by the number under Mdm2-MdmX inh (ascending): 7 of the compounds above.
compound | Mdm2-MdmX inh
COc1ccccc1C(=O)COC(=O)c1cnc(C)cn1 | -2
Cc1cccc(C)c1NC(=O)COC(=O)C1C2CC3OC(=O)C1C3C2 (stereo not drawn) | 1
Cc1nnc(Sc2c(N)n(C)c(=O)[nH]c2=O)s1 | 9
C=CCc1cc(/C=C2/NC(=O)N(CC(=O)OC)C2=O)cc(OC)c1O | 13
COc1ccc(/C=C2\SC(=O)N(CC(=O)NN3CCN(C)CC3)C2=O)cc1OC | 15
N#Cc1cccc(NCC(=O)Nc2cccc(S(=O)(=O)N3CCCCC3)c2)c1 | 21
CCc1cc(=O)oc2cc(OC(C)=O)cc(OC(C)=O)c12 | 24

# Entries above shown as hits in 697 NFkB inh.
Molecule | 697 NFkB inh | XBP1 UPR activ | Mdm2-MdmX inh | Jurkat NFkB inh
COc1ccc2c(c1OC)C(=O)OC2Nc1ccccn1 (stereo not drawn) | 35* | 0 | -11 | 23

# Next section.
SMILES,697 NFkB inh,XBP1 UPR activ,Mdm2-MdmX inh,tim10-1 inh,tim23-1 inh,CHOP UPR activ,Jurkat NFkB inh,TIM10 inh
Cc1sc(NC(=O)COc2ccccc2)c(C#N)c1-c1ccccc1,-32,-1,-4,13,5,4.2,-5,6
CCCC(=O)Nc1nnc(/C=C/c2ccc(OC)cc2)s1,-62,0,-12,-3,11,3.4,1,11
O=C(NCc1ccccc1)c1nc[nH]c1C(=O)N1CCc2ccccc2C1,-10,8,18,7,7,0.7,-13,8
O=C(NCCc1ccccc1)C1c2ccccc2C(=O)N1Cc1cccs1 (stereo not drawn),8,-2,-4,12,24,0.1,-11,4
Cc1cccc(NC(=O)CCS(=O)(=O)c2ccc(Br)cc2)c1,-10,-2,-13,-7,5,7.7,10,-4
CCCc1[nH]nc2c1C(c1ccsc1)C(C#N)=C(N)O2 (stereo not drawn),4,14,34,47*,40,-0.4,3,46*
O=C(CCC(=O)c1ccc(Br)cc1)Nc1ccc(F)cc1,17,-3,22,-8,3,0.4,10,-28
COc1ccc(-c2nnc(SCC(=O)NNC(=O)c3ccc(C)cc3)o2)cc1,-10,-3,17,5,6,0.2,-2,16
Cc1ccc(Nc2nc(CSc3nnc(-c4cccnc4)n3-c3ccccc3C)cs2)cc1,-12,-3,34,23,23,2.9,4,30
CCCC(=O)Nc1nnc(SCC(=O)N2CCN(c3ccccc3)CC2)s1,-10,-3,11,8,10,-1.6,-2,19
CN(C)CCNC(=O)c1sc2cccc(F)c2c1Cl,8,0,-20,11,0,1.4,5,4
C/C(Cc1ccccc1)=N\NC(=O)CNC(=O)c1ccc(C(C)(C)C)cc1,-9,4,12,21,17,1.7,-6,13
O=C(CN1C(=O)C2CC=CCC2C1=O)NCC(=O)Nc1ccc(F)c(F)c1 (stereo not drawn),0,0,-12,-6,8,-1.1,-9,-1
O=C(Nc1ccc(N2CCN(C(=O)c3cccs3)CC2)cc1)c1cccnc1,2,-4,6,7,-2,-0.5,15,23
COc1ccc(CNC(=O)c2cc(=O)c3cc(C)ccc3o2)cc1,11,0,10,-14,-12,1.1,-19,-7
COc1cccc(C(=O)N(Cc2nc(-c3cccc(C)c3)no2)C(C)C)c1OC,-7,-4,7,36,31,-1.3,-1,15
CN(C)c1cccc(C(=O)OCC(=O)NCC2CCCO2)c1 (stereo not drawn),4,1,26,-1,-2,0.2,7,-7
Cc1ccc(CSC2=Nc3sccc3C3=NC(=O)CN23)cc1,-36,3,10,9,35,0.8,-18,20
O=C(O)Cc1ccc(O)cc1,8,-1,-2,-5,3,0.3,0,3
CCC(CC)C(=O)NCCCCc1ccccc1,7,-2,15,-4,6,-0.4,-11,3
S=c1[nH]nc(Cc2ccc(Cl)cc2)n1-c1ccc2c(c1)OCCO2,9,-6,16,-11,19,0.8,-3,2
COc1cccc(COc2ccc3c(C)cc(=O)oc3c2)c1,-159,-2,-198,30,28,6.3,-128,-9
OCCC1CN(Cc2ccon2)CCN1Cc1ccccc1 (stereo not drawn),7,-6,-21,20,11,-1.3,4,15
C=CCNC(=S)N/N=C/c1ccc(C)s1,-10,5,-8,23,18,1.3,-14,20
COc1ccccc1CNc1ccccc1F,14,-2,-22,-7,4,-0.4,22,1

# (continued)
SMILES,697 NFkB inh,XBP1 UPR activ,Mdm2-MdmX inh,tim10-1 inh,tim23-1 inh,CHOP UPR activ,Jurkat NFkB inh,TIM10 inh
COc1ccc(S(=O)(=O)NCCSCc2cccc(C)c2)cc1Br,-5,-2,17,18,4,2.2,-5,4
CSc1nnc(-c2sc3cc(C(F)(F)F)cnc3c2-c2ccccc2)n1C,-13,-2,67*,18,6,-2.2,56*,8
CC(=O)N1CCc2cc(S(=O)(=O)CCC(=O)NCCc3ccc(C)cc3)ccc21,-29,-3,10,-17,-11,0.2,-1,-3
O=C(N/N=C/c1ccc(OCc2ccccc2)cc1)c1ccco1,-37,3,6,-7,21,6.1,-61,-3
O=CN(Cc1ccco1)C1(C(=O)NC2CCCCC2)CCCCC1,15,1,19,18,14,-2.5,2,-6
O=C(Cc1c(F)cccc1Cl)NNC(=O)c1ccco1,20,-1,14,11,19,0.7,-5,-2
O=C(O)CN1C(=O)COc2ccc(S(=O)(=O)N3CCCCCC3)cc21,3,1,19,6,4,3.6,2,-5
O=S(=O)(Nc1cc(C(F)(F)F)ccc1N1CCOCC1)c1ccccc1,11,2,-2,-1,5,-2.6,-4,4
O=C(NCC(c1ccc(F)cc1)N1CCOCC1)c1c(F)cccc1F (stereo not drawn),24,-1,-26,3,1,3.3,-4,-2
CC1=C(C(=O)OCc2ccccc2)C(c2ccccc2OC(F)F)NC(=O)N1 (stereo not drawn),-28,-1,28,17,13,-2.9,0,7
Cc1cc(C)nc(Oc2ccc([N+](=O)[O-])cc2)n1,-2,1,10,10,5,-0.7,-4,8
CCn1nnc(-c2ccccc2NS(=O)(=O)c2ccc(S(=O)(=O)N3CCCCCC3)cc2)n1,-8,-3,19,26,28,0.0,0,12
Cc1ccccc1-c1nc(CN2CCC(C(=O)NCc3cccs3)CC2)c(C)o1,7,0,-4,6,1,0.3,2,14
COc1cc(O)c2c(c1)OC(C)(C)CC2=O,6,-2,4,-6,-10,-2.2,4,-1
CC1(C)Oc2ccc(C(=O)N3CCOCC3)cc2N(CC(=O)N2CCOCC2)C1=O,2,-2,34,6,12,-0.6,13,-12
COC(=O)c1ccc2nc(C)cc(Nc3ccc(N(C)C)cc3)c2c1,-25,0,5,4,10,-1.8,5,-2
Cc1cccc(C)c1NC(=O)C1CC2CCC1C2 (stereo not drawn),-43,1,-2,22,10,0.3,-4,13
CN(C)CCN(C(=O)c1ccc2ccccc2c1)c1nc2c(F)cccc2s1,3,-4,4,17,18,1.3,-5,0
CCOC(=O)CSc1cc(C)nc(NC(C)=O)n1,-3,4,-4,13,7,-2.1,-2,6
COc1ccc(NC(=O)NNS(=O)(=O)c2cc(C)ccc2C)cc1OC,12,-5,6,-2,9,2.2,13,5
OCc1n[nH]c(CO)n1,14,-2,9,-1,2,-1.4,12,1
CCN(CC(=O)NCc1ccc(F)cc1)C(=O)CN1CCN(c2ccccc2OC)CC1,-7,-3,-12,-2,-8,-2.1,1,2
CC(NC(=O)[C@H](C)NC(=O)c1ccco1)c1ccc(S(N)(=O)=O)cc1 (stereo partly drawn),2,0,12,-2,1,1.7,10,-13
COc1ccc(-n2nc3c(c2NC(=O)C2CC2)CS(=O)(=O)C3)cc1,-2,-1,19,5,9,1.0,6,-3
CC12CN3CC(C)(CN(C1)C3c1ccc(Br)cc1)C2=O (stereo not drawn),11,-3,9,21,10,-1.0,-7,9
Cc1ccc2nc(-c3ccc(NC(=O)CSCC(=O)O)cc3)sc2c1,-103,2,-186,7,9,7.6,-136,-5
N#Cc1nc(-c2ccc(F)cc2)oc1N1CCC(C(N)=O)CC1,-18,-1,-3,0,2,-2.1,-2,-26

# Compound activity from PubChem.
